From PubChem
Sm TGR block – blocks Schistosoma mansoni thioredoxin glutathione reductase. Q962Y6. purified TGR, DTNB reduction, TNB absorbance 405 nm. Potency, µM (doses to about 114 µM), without a hit: top-dose activity change, negative = inhibition, actives largely listed as inhibitors. hit rate 3% among 360,000; active means well fitted inhibition curve with a large enough effect; inconclusive means small, poorly fitted or top-dose-only effect; inactive means no such curve, though single readings can be large or run the other way; further: nearly all actives have a fitted effect of over 60% in size
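TGR 20 nM + NADPH 100 uM (dispensed conc.), cpd preinc 15 min RT; start with NADPH (500 uM addition) then DTNB (15 mM addition). Kinetic TNB absorbance, 405 nm filter. Four-parameter Hill fit across titration.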
* marks the source's active call; other numbers are inactive results; ? = inconclusive; [ ] = dose if it differs, or a comment. On the % scale 0 is the no-effect control and ±100 the full control effect; potency means the concentration at half of the fitted maximal effect. This is a subset (hit frequency here may not be typical).

CC(=O)Nc1ccc(S(=O)(=O)NCCc2csc3nc(-c4cccc(C)c4)nn23)cc1
  Sm TGR block: 0%

O=S(=O)(NCCSc1nnnn1-c1ccccc1)c1ccc(F)cc1
  Sm TGR block: 2%

Cc1cccc(N(CC(O)Cn2c3ccccc3c3ccccc32)S(=O)(=O)c2ccc(F)cc2)c1 (stereo unspecified)
  Sm TGR block: 13%

Cc1cccn2c3c(c(=O)nc12)C(c1cccc(F)c1)CC(=O)N3 (stereo unspecified)
  Sm TGR block: -7%

Cc1ccc(OCCCn2c(-c3ccc(Cl)cc3)nc3ccccc3c2=O)c(C)c1
  Sm TGR block: 0%

COc1ccc(-c2cc(C(F)(F)F)nc(SCC(=O)NCCc3ccc(OC)c(OC)c3)n2)cc1
  Sm TGR block: -3%

O=C(CCS(=O)(=O)c1cccc2nonc12)Nc1c(F)cccc1F
  Sm TGR block: 11µM*

Cc1nc2ccccc2n1CCc1nc2c3ccccc3nc(SCC(=O)Nc3ccc(C(C)C)cc3)n2n1
  Sm TGR block: -8%

Cc1ccc(C)c(CNC(=O)c2ccc3c(c2)nc2n3CCOC2)c1
  Sm TGR block: 4%

O=C(NCc1ccccc1Cl)C1=Cc2cc(Br)ccc2OC1
  Sm TGR block: 1%

O=C1c2oc3ccccc3c(=O)c2C(c2ccc(O)cc2)N1Cc1ccc2c(c1)OCO2 (stereo unspecified)
  Sm TGR block: 7%

O=C(NCc1ccc2c(c1)CCN2C(=O)c1ccc(F)cc1)c1cc2ccccc2[nH]1
  Sm TGR block: -3%

CCOC(=O)Cn1c(=O)n(CC2CCCO2)c2nc(-c3ccc(OCC)cc3)nc(C(N)=O)c21 (stereo unspecified)
  Sm TGR block: -2%

COc1ccc(NC(=O)c2c(NCc3ccc(C)o3)sc3c2CCCCC3)c(OC)c1
  Sm TGR block: 2.8µM*

COc1cc(OC)c(Nc2nc3ccc(C(=O)c4ccccc4)cc3n3c(C)nnc23)cc1Cl
  Sm TGR block: -3%

CCCCOc1ccc(C(=O)NCc2nnnn2-c2ccc(C)c(C)c2)cc1
  Sm TGR block: 4%

CS(=O)(=O)N1CCC(N2CCN(Cc3ccccc3)C(=O)C2=O)CC1
  Sm TGR block: -1%

Cc1cccc(NC(=O)CSc2ncc(-c3ccccc3)[nH]2)c1C
  Sm TGR block: 7%

Cc1ccc2c(c1)C(c1ccccc1)N(C(=O)c1ccc(S(=O)(=O)N3CCCC3)cc1)CC(=O)N2 (stereo unspecified)
  Sm TGR block: 1%

Cc1cccc(C(=O)Nc2cccc(OCc3cc(=O)n4ccccc4n3)c2)c1
  Sm TGR block: -2%

COc1ccc(-c2noc(CSc3nnc(C)n3-c3ccc(C)cc3)n2)cc1
  Sm TGR block: -9%

Cc1cccc(C(=O)Nc2sc3c(c2C(=O)NCc2ccco2)CCCC3)c1
  Sm TGR block: -15%

COc1cccc(CSc2nc3n(n2)C(CC(C)C)C(C(=O)Nc2ccccc2OC)=C(C)N3)c1 (stereo unspecified)
  Sm TGR block: -7%

CSc1ncc(Cl)c(C(=O)Nc2cc(C(F)(F)F)ccc2Cl)n1
  Sm TGR block: -2%

COC(=O)c1c(SC)nc2ccccc2c1OCc1ccc(Br)cc1
  Sm TGR block: -2%

CCOc1ccc(CNC(=O)C2CCN(C(=O)c3sccc3-n3cccc3)CC2)cc1
  Sm TGR block: 8%

O=C(Cn1c(SCc2ccccc2F)nc2ccncc21)Nc1ccccc1C(F)(F)F
  Sm TGR block: -5%

COc1ccc(-c2noc(-c3cc(C(C)C)[nH]n3)n2)cc1
  Sm TGR block: 1%

CN(C(=O)Cn1c(=O)n(CCCS(=O)(=O)C2CCCCC2)c(=O)c2ccccc21)c1ccccc1
  Sm TGR block: 0%

Cn1c(=O)c2c(-c3ccccc3)n3c(c2n(C)c1=O)C(c1ccccc1[N+](=O)[O-])Nc1ccccc1-3 (stereo unspecified)
  Sm TGR block: -26%

Cc1ccc(Cn2cccc(C(=O)Nc3ccc(C)c(Cl)c3)c2=O)cc1
  Sm TGR block: 5%

CCCCN(CCCC)C1=C(C(=O)c2ccccc2)N(C)S(=O)(=O)c2ccccc21
  Sm TGR block: 0%

Cc1ccc(Cl)cc1N1CCN(C(=O)c2cnn(C)c2C2CCN(C(=O)OC(C)(C)C)CC2)CC1
  Sm TGR block: -3%

COc1ccc(CNC(=O)C2CCN(S(=O)(=O)c3ccc4c(ccn4C)c3)CC2)cc1
  Sm TGR block: 5%

CCOc1ccccc1Oc1nc(C)nc2c1oc1ccccc12
  Sm TGR block: 7%

Cc1cc(C)cc(NC(=O)C2CCCN(c3cnccn3)C2)c1 (stereo unspecified)
  Sm TGR block: 3%

CCc1ccccc1NC(=O)CCNS(=O)(=O)c1ccc2c(c1)CCN2C(=O)C1CC1
  Sm TGR block: 1%

Cc1cc(C)cc(NC(=O)CSCc2cc(=O)c3cc(Cl)ccc3[nH]2)c1
  Sm TGR block: 3%

Cc1ccc(O)c(NC(=O)CCS(=O)(=O)c2nc(-c3ccc4c(c3)OCO4)cc(C(F)(F)F)n2)c1
  Sm TGR block: ?

COc1ccc(Cl)cc1NC(=O)COC(=O)CC(C)(C)CC1=NS(=O)(=O)c2ccccc2N1
  Sm TGR block: -18%

COc1cc(CN(C(=O)c2ccc(C)cc2)C2CCS(=O)(=O)C2)cc(OC)c1OC (stereo unspecified)
  Sm TGR block: -3%

Cc1cc(NC(=O)c2cc(-c3ccc(Cl)cc3)on2)n(-c2ccccc2)n1
  Sm TGR block: 1%

CCn1nnc2cc(C(=O)Nc3cc(C)ccc3C)ccc21
  Sm TGR block: 7%

Cc1nn(S(=O)(=O)c2ccc(C(C)C)cc2)c(C)c1S(=O)(=O)N1CCCCC1
  Sm TGR block: 6%

O=C(CS(=O)(=O)c1cccc2nsnc12)NCc1ccccc1Cl
  Sm TGR block: -3%

COc1ccc2c(c1)c1c(c(=O)n(-c3cccc(C)c3)c(=O)n1Cc1cccc(Cl)c1)n2C
  Sm TGR block: 1%

COC(=O)c1c(SC)nc2ccccc2c1OCc1cccc(C)c1
  Sm TGR block: 9%

COc1ccc(CNC(=O)c2ccc(NC(=O)N3CCSc4ncccc43)cc2)cc1
  Sm TGR block: 2%

CCOc1ccc(Cn2c(CNS(=O)(=O)c3c(C)cc(C)cc3C)nc3cccnc32)cc1
  Sm TGR block: 5%

O=C(C1CCC(Cn2c(=O)c3sccc3n(Cc3cccc(F)c3)c2=O)CC1)N1CCOCC1 (stereo unspecified)
  Sm TGR block: -1%

Cc1ccc(NC(=O)Cn2cc(S(=O)(=O)Cc3cccc(Cl)c3)c3ccccc32)cc1C
  Sm TGR block: 3%

CCNC(=O)c1c2c(nc3ccccc13)C(=O)N(C1CCCCC1)C2
  Sm TGR block: 3%

COC(=O)c1ccccc1NC(=O)c1cccn(Cc2cccc(Cl)c2)c1=O
  Sm TGR block: -3%

O=S(=O)(c1cccc(Cl)c1)c1nnn2c1nc(NCc1ccc3c(c1)OCO3)c1sccc12
  Sm TGR block: -1%

Cc1ccc(-n2ncc(C(=O)Nc3ccc(C)c(F)c3)c2C2CCN(C(=O)OC(C)(C)C)CC2)cc1C
  Sm TGR block: -6%

Cn1nnnc1SCCCNCc1ccccc1OCc1ccccc1F
  Sm TGR block: -1%

COC(=O)C1CCN(c2csc3ccc(C)cc3c2=O)CC1
  Sm TGR block: 2%

Cc1ccc(C)c(CN2C(=O)c3ccccc3S(=O)(=O)c3ccc(C(=O)Nc4ccccc4C(F)(F)F)cc32)c1
  Sm TGR block: -12%

CN1CCN(C(c2ccc(F)cc2)c2sc3nc(-c4ccco4)nn3c2O)CC1 (stereo unspecified)
  Sm TGR block: -1%

Cc1ccccc1NC(=O)c1sc2nc(-c3ccncc3)ccc2c1N
  Sm TGR block: 6%

Cc1ccc(CNC(=O)Cn2c(=O)n(Cc3ccc(F)cc3)c(=O)c3sc4ccccc4c32)cc1
  Sm TGR block: 9%

O=S(=O)(Nc1cccc(-c2ccc(N3CCOCC3)nn2)c1)c1ccc(F)c(C(F)(F)F)c1
  Sm TGR block: -2%

Cc1cc(-n2c(/C=C/c3ccc(Br)s3)nc3ccccc3c2=O)ccc1Br
  Sm TGR block: -2%

COc1ccc2c(c1)c1c(c(=O)n(-c3cccc(C)c3)c(=O)n1CC(=O)NCc1ccc(C)cc1)n2C
  Sm TGR block: -3%

Cc1ccc(NC(=O)c2c3c(nc4ccccc24)C(=O)N(C2CCCCC2)C3)cc1F
  Sm TGR block: 0%

CCOc1ccc(CCNC(=O)c2sc3nc4n(c(=O)c3c2C)CCCC4)cc1OCC
  Sm TGR block: -4%

CC1=C(c2ccc(Cl)cc2)S(=O)(=O)NC1=NCCCN1CCN(c2cc(C)ccc2C)CC1
  Sm TGR block: -1%

Cc1ccc(Cl)cc1-n1ncc2c(N3CCC(C)CC3)ncnc21
  Sm TGR block: 0%

CCOc1ccc(C(=O)Oc2c(Sc3ccccc3)c(C)nn2C(C)(C)C)cc1OCC
  Sm TGR block: -6%

COc1cc2c(cc1OC)C(COc1ccc3c(C)cc(=O)oc3c1)N(C(=O)c1ccc(Cl)cc1)CC2 (stereo unspecified)
  Sm TGR block: -6%

Cc1ccc(C)c(NC(=O)Cn2nnc(C(=O)NCCc3ccccc3)c2N)c1
  Sm TGR block: -6%

CCOc1ccc(C2CC(=O)c3c([nH]c(C(=O)OC4CCCCCC4)c3C)C2)cc1 (stereo unspecified)
  Sm TGR block: -1%

COc1ccc(Br)cc1CNCc1c(C(=O)O)c(C)n(Cc2ccccc2C)c1C
  Sm TGR block: -11%

Cc1ccc(-c2nc(-c3cc4cccc(OCc5ccc(F)cc5)c4oc3=O)no2)cc1
  Sm TGR block: 10%

CCS(=O)(=O)c1c(Nc2cc(C)ccc2C)sc(C(=O)c2ccccc2)c1N
  Sm TGR block: -16%

CC(=O)Nc1nonc1-c1nnc(SCC(=O)Nc2ccccc2)n1-c1ccccc1
  Sm TGR block: 6%

Cc1cccc(-n2c(/C=C/c3cn(C)c4ccccc34)nc3ccccc3c2=O)c1
  Sm TGR block: 6%

CCC1CCCCN1C(=O)Cn1c(=O)n(CCCCCC(=O)NCc2ccccc2)c(=O)c2sccc21 (stereo unspecified)
  Sm TGR block: -7%

CC(NC(=O)Cc1ccc(NC(=O)N2CCCCc3ccccc32)cc1)c1ccccc1 (stereo unspecified)
  Sm TGR block: 41%[activator]

Cc1sc2ncn(CC(=O)N(C)c3ccc(C(C)C)cc3)c(=O)c2c1S(=O)(=O)N1CCC(C)CC1
  Sm TGR block: -21%

COc1ccc(C2C=C(c3ccccc3)Nc3nc(NC(=O)/C=C/c4ccc(Cl)cc4)nn32)cc1 (stereo unspecified)
  Sm TGR block: -3%

COc1ccc(NC(c2ccc(F)cc2)c2nnc(-c3ccccc3Cl)o2)cc1Cl (stereo unspecified)
  Sm TGR block: -1%

CCOc1ccc(NC(=O)CCCc2nc(-c3cccc(OC)c3)no2)cc1
  Sm TGR block: 3%

COc1ccc(NC(=O)C2CCCN(S(=O)(=O)c3ccc(Cl)cc3)C2)cc1 (stereo unspecified)
  Sm TGR block: 0%

CCn1c(=N)c(C(=O)NC2CCCC2)cc2c(=O)n3cc(C)ccc3nc21
  Sm TGR block: -4%

COc1ccc(NS(=O)(=O)c2cnc(N)nc2)cc1Cl
  Sm TGR block: -14%

Cc1nnc2c3ccccc3nc(N3CCN(c4ccccc4)CC3)n12
  Sm TGR block: 19%

CCOC(=O)c1c(C)[nH]c(C)c1S(=O)(=O)N1CCCC(C(=O)Nc2cccc(CC)c2)C1 (stereo unspecified)
  Sm TGR block: 3%

CCC(=O)N1CCc2cc(CNS(=O)(=O)c3ccc(CC(C)C)cc3)ccc21
  Sm TGR block: 9%

CCCc1nnc(NC(=O)C(CC)Sc2nnc3c4ccccc4n(C)c3n2)s1 (stereo unspecified)
  Sm TGR block: -6%

Cc1cc(C)c(NC(=O)C(C)n2c(=O)cc(-c3ccccc3)c3c(C)nn(C)c32)c(C)c1 (stereo unspecified)
  Sm TGR block: 4%

COc1cccc(NC(=O)Cn2c(=O)n(-c3ccc(Cl)cc3)c(=O)c3sc4ccccc4c32)c1
  Sm TGR block: ?

COc1ccccc1NC(=O)C1=C(C)Nc2nc(SCc3ccccc3F)nn2C1c1ccncc1 (stereo unspecified)
  Sm TGR block: -13%

CCN(CC)CC(C)CNC(=O)c1cc(-c2ccc(Br)s2)nc2ccccc12 (stereo unspecified)
  Sm TGR block: 0%

COc1cccc(C(=O)N(Cc2ccc(C)o2)C2CCS(=O)(=O)C2)c1 (stereo unspecified)
  Sm TGR block: -1%

O=C(c1cnn(-c2cccc(F)c2)c1-n1cccc1)N1CCN(c2ccccc2F)CC1
  Sm TGR block: 10%

COc1ccc(S(=O)(=O)N(CCc2ccccc2)CC(=O)Nc2ccc(C)c(C)c2)cc1OC
  Sm TGR block: 3%

COc1ccc2cc(C(=O)NCc3ccc4c(c3)CCN4C(=O)c3ccc(F)cc3)[nH]c2c1
  Sm TGR block: 3%

COc1ccc2c(c1)sc1ncc(C(=O)NCc3ccc(Cl)cc3)c(=O)n12
  Sm TGR block: 2%

Cc1ccc(Nc2sc(C(=O)c3ccccc3)c(N)c2C(=O)NC(C)C)cc1
  Sm TGR block: 32µM*

CCCCN(Cc1ccco1)C(=O)Cn1ncc2c([nH]c3ccccc32)c1=O
  Sm TGR block: 3%

CCOc1ccc(NC(=O)CSc2cn(CC(=O)N3CCCCCC3)c3ccccc23)cc1
  Sm TGR block: 35%[activator]

Cc1ccccc1N1CCN(S(=O)(=O)c2nnc(NC(=O)c3ccc(C(C)C)cc3)s2)CC1
  Sm TGR block: -1%
